CAL-PDZ inh HTS: untagged CAL PDZ binding inhibitors, primary screen, biochemical, fluorescence polarization, HTS | Golgi-associated PDZ and coiled-coil motif-containing protein (Homo sapiens), Q9HD26 | actives 0.92% (n = 300,000) | inhibition, % at 24.9 µM | purified CAL PDZ, TMR-peptide fluorescence polarization, 1 h;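 active = mean inhibition of at least 30% with at least half of replicates also reaching 30%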;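 also: 0% = DMSO neutral control and 100% = excess unlabeled competitor peptide PRC23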
HTR5A ag: HTR5A agonists in luminescence cell assay, primary screen, counter-screen for OPRM1-OPRD1 heterodimer agonist project, full-deck HTS; cell-based; actives 0.61% (n = 340,000); activation, % at 9.3 µM; 5-hydroxytryptamine receptor 5A (Homo sapiens), P47898; in the data active = activation mostly above about 9.5%, no sharp cut-off; inactive = mostly below about 7.6%;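 also: 0% = cells with vehicle only and 100% = reference agonist; strong numbers were not always called active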
Target sequence (P47898 whole entry, looked up): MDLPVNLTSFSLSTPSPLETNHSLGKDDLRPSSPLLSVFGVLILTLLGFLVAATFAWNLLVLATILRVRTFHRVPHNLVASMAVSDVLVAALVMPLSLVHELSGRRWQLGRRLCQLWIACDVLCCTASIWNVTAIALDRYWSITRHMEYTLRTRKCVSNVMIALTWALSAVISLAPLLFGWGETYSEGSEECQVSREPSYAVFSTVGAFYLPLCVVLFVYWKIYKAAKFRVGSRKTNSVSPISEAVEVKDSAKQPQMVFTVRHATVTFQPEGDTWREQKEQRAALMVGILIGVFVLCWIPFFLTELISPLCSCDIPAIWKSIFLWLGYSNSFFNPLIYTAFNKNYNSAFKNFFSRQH
Keap1 Nrf2 FP: Keap1-Nrf2 protein-protein interaction inhibitors, primary screen, biochemical, fluorescence polarization, single point | inhibition, % at 9.4 µM | Kelch-like ECH-associated protein 1 (Homo sapiens), Q14145 | actives 0.15% (n = 340,000) | Keap1 Kelch-Nrf2 peptide fluorescence polarization, 1536-well; in the data active = inhibition above about 12%;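 also: human Keap1 Kelch domain with fluorescein labeled Nrf2 9mer peptide probe; 0% = neutral control wells and 100% = peptide positive control; higher means more block of Keap1 binding to Nrf2 peptide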
Target sequence (Q14145 whole entry, looked up, the tested form may be a part): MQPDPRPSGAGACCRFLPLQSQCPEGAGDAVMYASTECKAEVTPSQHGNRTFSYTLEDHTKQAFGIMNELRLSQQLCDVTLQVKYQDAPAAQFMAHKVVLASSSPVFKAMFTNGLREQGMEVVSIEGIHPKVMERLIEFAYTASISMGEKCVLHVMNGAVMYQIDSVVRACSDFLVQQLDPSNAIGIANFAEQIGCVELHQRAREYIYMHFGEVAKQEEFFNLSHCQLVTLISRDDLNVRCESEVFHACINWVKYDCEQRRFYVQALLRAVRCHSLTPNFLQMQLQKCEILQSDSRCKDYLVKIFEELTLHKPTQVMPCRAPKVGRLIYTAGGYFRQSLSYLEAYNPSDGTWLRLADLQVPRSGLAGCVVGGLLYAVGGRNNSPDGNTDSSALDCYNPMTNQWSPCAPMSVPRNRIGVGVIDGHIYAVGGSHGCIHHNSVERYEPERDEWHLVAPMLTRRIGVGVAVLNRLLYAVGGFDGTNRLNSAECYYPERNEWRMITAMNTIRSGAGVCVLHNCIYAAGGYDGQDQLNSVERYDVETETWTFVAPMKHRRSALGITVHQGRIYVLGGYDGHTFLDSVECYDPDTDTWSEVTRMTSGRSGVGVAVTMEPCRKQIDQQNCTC
OPRM1-OPRD1 ag: agonists of OPRM1-OPRD1 heterodimerization, primary screen, cell-based, luminescence; actives 0.3% (n = 340,000); Mu-type opioid receptor (Homo sapiens) + Delta-type opioid receptor (Homo sapiens), …; activation, % at 9.3 µM; cells; in the data active = activation above about 18%;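 also: 0% = vehicle-treated cells and 100% = reference agonist; values of inactives mirror those of a sister screen read the other way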
RTF Ca sens inh: cardiac RTF calcium sensitivity inhibitors, primary screen, biochemical, IANBD-TnC fluorescence, EC70 calcium; Troponin I, cardiac muscle (Homo sapiens) + Troponin T, cardiac muscle (Homo sapiens) + …; actives 0.12% (n = 340,000); AID 493244, 2011; inhibition, % at 7.15 µM; IANBD-labeled cardiac RTF, Ca2+ fluorescence;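 active = inhibition above the mean inhibition of all tested compounds plus 3 SD, cut at about 17% in these data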;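 also: assay run at fixed EC70 calcium of 1.6 mM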
RTF Ca sens act: cardiac RTF calcium sensitivity activators, primary screen, biochemical, IANBD-TnC fluorescence, EC20 calcium. actives 0.24% (n = 340,000). activation, % at 7.2 µM. AID 493008, 2010. IANBD-labeled TnC RTF fluorescence at EC20 calcium; 0% EC20 calcium, 100% full calcium. Troponin I, cardiac muscle (Homo sapiens) + Troponin T, cardiac muscle (Homo sapiens) + …;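 active = activation above the mean over all tested compounds plus 3 SD, cut at about 30% in these data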;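 also: rise in fluorescence read as greater calcium sensitivity of cardiac thin filaments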
HTR5A inv ag: HTR5A inverse agonists in luminescence cell assay, primary screen, counter-screen for OPRM1-OPRD1 heterodimer inverse agonist project, full-deck HTS | HTR5A cell line, inverse agonism | inhibition, % at 9.3 µM | actives 0.083% (n = 340,000); in the data active = inhibition mostly above about 23%, no sharp cut-off; inactive = mostly below about 18%;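 also: 0% = cells with DMSO and 100% = no-cell wells with DMSO; some compounds called inactive have numbers as strong as hits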
C-LANA FP: inhibitors of KSHV C-LANA binding to DNA, primary screen, biochemical, fluorescence polarization, FAM-LBS DNA, MBP-C-LANA, single point; actives 0.078% (n = 340,000); inhibition, % at 9 µM;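 active = highest replicate inhibition at or above 60% at 9 µM, even if other replicates fall short; inactive = all replicates below 60% inhibition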;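 also: 0% = neutral control wells and 100% = 4 µM acridine orange control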
MOR-DOR inv ag: inverse agonists of MOR-DOR heterodimerization, primary screen, cell-based, luminescence; Mu-type opioid receptor (Homo sapiens) + Delta-type opioid receptor (Homo sapiens), …; cell-based MOR-DOR heterodimer luminescence, inverse agonism; actives 0.21% (n = 340,000); inhibition, % at 9.3 µM; in the data active = inhibition above about 22%, passing the limit was not always enough;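 also: 0% = cells with DMSO and 100% = wells without cells with DMSO; values of inactives mirror those of a sister screen read the other way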
V-ATPase pH: regulators of yeast V-ATPase proton pumping, primary screen, pHLuorin cytosolic pH fluorescence; response, % at 10 µM; actives 0.37% (n = 350,000); S. cerevisiae; AID 504577, 2011; in the data active = response mostly above about 7.3%, no sharp cut-off; inactive = mostly below about 5.4%; also: actives read high; inactives centre near 0; some compounds called inactive have numbers as strong as hits; reference of the scale not given here
Starred values were filed as active, the others as inactive.

COC(=O)C1=C(C(=O)OC)[C@@H]2N(C)c3ccccc3[C@@]23C[C@@H](C(=O)OC)N(C(=O)C2CCC2)C3=N1 was read as CAL-PDZ inh HTS 2, HTR5A ag 1, Keap1 Nrf2 FP -4, OPRM1-OPRD1 ag -1.6, RTF Ca sens inh -7, RTF Ca sens act 5, HTR5A inv ag 13, C-LANA FP -1.2, MOR-DOR inv ag 9 and V-ATPase pH 0.
O=C(CSc1n[nH]c(=O)n1C1CC1)Nc1ccc(OC(F)(F)F)cc1 was read as HTR5A ag 0, Keap1 Nrf2 FP 5, OPRM1-OPRD1 ag -2.1, RTF Ca sens inh 5, RTF Ca sens act -3, HTR5A inv ag 1, C-LANA FP 0.4, MOR-DOR inv ag 11 and V-ATPase pH -4.
CCOc1ccc(-c2cccc(NS(=O)(=O)c3cc([N+](=O)[O-])ccc3Cl)c2)nn1 was read as CAL-PDZ inh HTS -3, HTR5A ag 3, Keap1 Nrf2 FP -5, OPRM1-OPRD1 ag 1.7, RTF Ca sens inh -2, RTF Ca sens act 0, HTR5A inv ag 2, C-LANA FP 2.3, MOR-DOR inv ag -11 and V-ATPase pH 2.
`CCOC(=O)C1CCCN(CC(=O)Nc2c(C(=O)OC)[nH]c3ccc(Cl)cc23)C1` (configuration not stated) gave CAL-PDZ inh HTS -1, HTR5A ag -7, Keap1 Nrf2 FP -7, OPRM1-OPRD1 ag 4.5, RTF Ca sens inh -1, RTF Ca sens act 1, HTR5A inv ag -23, C-LANA FP 0.0, MOR-DOR inv ag -26 and V-ATPase pH -2.
For CCOc1ccc(CC(=O)Nc2cccc(-c3ccc4nnc(C)n4n3)c2)cc1 the results were CAL-PDZ inh HTS -4, HTR5A ag 6, Keap1 Nrf2 FP -3, OPRM1-OPRD1 ag -1.6, RTF Ca sens inh -1, RTF Ca sens act 4, HTR5A inv ag 8, C-LANA FP -0.2, MOR-DOR inv ag 8 and V-ATPase pH -4.
For CC1=Nc2cc(C(=O)N3CCCC3)ccc2Sc2c(C)ccc(C)c21 the results were CAL-PDZ inh HTS -3, HTR5A ag 2, Keap1 Nrf2 FP -3, OPRM1-OPRD1 ag -1.8, RTF Ca sens inh -16, RTF Ca sens act -9, HTR5A inv ag -9, C-LANA FP -1.3, MOR-DOR inv ag 9 and V-ATPase pH -2.
For CCC(=O)N1c2ccccc2NC2=C(C(=O)CCC2)C1c1ccccc1 (configuration not stated) the results were CAL-PDZ inh HTS -3, HTR5A ag -4, Keap1 Nrf2 FP -1, OPRM1-OPRD1 ag -1.5, RTF Ca sens inh -2, RTF Ca sens act -4, HTR5A inv ag 17, C-LANA FP 0.2, MOR-DOR inv ag 9 and V-ATPase pH -2.
COc1ccc(N2CCN(C(c3cccs3)C(C)NC(=O)C(=O)N3CCOCC3)CC2)cc1 (configuration not stated) was read as HTR5A ag 5, Keap1 Nrf2 FP -4, OPRM1-OPRD1 ag -1.5, RTF Ca sens inh 1, RTF Ca sens act 3, HTR5A inv ag -3, C-LANA FP -0.5, MOR-DOR inv ag 8 and V-ATPase pH -1.
Screening C[C@H](NC(=O)c1ccco1)C(=O)OCC(=O)N1CC(=O)Nc2ccccc21 returned CAL-PDZ inh HTS 3, HTR5A ag -1, Keap1 Nrf2 FP -3, OPRM1-OPRD1 ag -1.1, RTF Ca sens inh -2, RTF Ca sens act 4, HTR5A inv ag 3, C-LANA FP 2.5, MOR-DOR inv ag 6 and V-ATPase pH 0.
For COc1ccc(NS(=O)(=O)c2cc(NC(=O)c3cnc(C)cn3)ccc2N2CCCC2)cc1 the results were CAL-PDZ inh HTS 3, HTR5A ag -3, Keap1 Nrf2 FP -6, OPRM1-OPRD1 ag 2.0, RTF Ca sens inh 4, RTF Ca sens act -2, HTR5A inv ag 9, C-LANA FP -0.4, MOR-DOR inv ag -11 and V-ATPase pH 1.
Screening O=C(CNS(=O)(=O)c1ccc(Br)s1)NCCc1ccc(Cl)cc1 returned CAL-PDZ inh HTS -3, HTR5A ag 4, Keap1 Nrf2 FP -4, OPRM1-OPRD1 ag 2.8, RTF Ca sens inh -4, RTF Ca sens act -1, HTR5A inv ag -5, C-LANA FP 1.8, MOR-DOR inv ag -23 and V-ATPase pH 0.
`O=C(Cc1csc(Nc2nc(=S)[nH]c3ccccc23)n1)NCc1cccc(Cl)c1` gave CAL-PDZ inh HTS -2, HTR5A ag 5, Keap1 Nrf2 FP -1, OPRM1-OPRD1 ag 6.6, RTF Ca sens inh -5, RTF Ca sens act -2, HTR5A inv ag -11, C-LANA FP -0.4, MOR-DOR inv ag -36 and V-ATPase pH 5.
Screening COc1ccc(C(=O)OCC(=O)Nc2ccc(F)cc2F)cc1OC returned CAL-PDZ inh HTS 3, HTR5A ag 0, Keap1 Nrf2 FP -1, OPRM1-OPRD1 ag -1.6, RTF Ca sens inh -10, RTF Ca sens act -8, HTR5A inv ag 9, C-LANA FP 1.3, MOR-DOR inv ag 9 and V-ATPase pH -3.
COC(=O)c1[nH]c2cc(OC)ccc2c1N was read as CAL-PDZ inh HTS -2, HTR5A ag 3, Keap1 Nrf2 FP -2, OPRM1-OPRD1 ag 0.2, RTF Ca sens inh -3, RTF Ca sens act 5, HTR5A inv ag -9, C-LANA FP -1.3, MOR-DOR inv ag -1 and V-ATPase pH -3.
`COc1cccc(CC2(CO)CCN(Cc3cnc(-c4cccc(C)c4)nc3)CC2)c1` gave HTR5A ag 7, Keap1 Nrf2 FP 1, OPRM1-OPRD1 ag 4.6, RTF Ca sens inh -5, RTF Ca sens act 2, HTR5A inv ag -55, C-LANA FP -0.6, MOR-DOR inv ag -23 and V-ATPase pH 3.
`COc1ccc(Cl)cc1NC(=O)CN(C(=O)c1ccco1)C1CCCCC1` gave CAL-PDZ inh HTS -1, HTR5A ag 3, Keap1 Nrf2 FP 0, OPRM1-OPRD1 ag 0.1, RTF Ca sens inh -4, RTF Ca sens act 1, HTR5A inv ag 6, C-LANA FP -1.5, MOR-DOR inv ag -1 and V-ATPase pH 2.
COc1ccc(CC(=O)NCC(=O)Nc2ccccc2Br)cc1 was read as CAL-PDZ inh HTS -2, HTR5A ag 8, Keap1 Nrf2 FP 3, OPRM1-OPRD1 ag -1.7, RTF Ca sens inh 1, RTF Ca sens act -1, HTR5A inv ag -22, C-LANA FP 0.1, MOR-DOR inv ag 9 and V-ATPase pH -7.
For CN(C)S(=O)(=O)N1CCN(c2ccccc2Cl)CC1 the results were CAL-PDZ inh HTS -1, HTR5A ag -2, Keap1 Nrf2 FP -6, OPRM1-OPRD1 ag -1.1, RTF Ca sens inh -4, RTF Ca sens act -3, HTR5A inv ag 5, C-LANA FP -4.8, MOR-DOR inv ag 6 and V-ATPase pH 0.
`CC(C)CCN1CC(C(=O)NC(C)C)CC1=O` (configuration not stated) gave CAL-PDZ inh HTS 1, HTR5A ag -4, Keap1 Nrf2 FP 0, OPRM1-OPRD1 ag -1.4, RTF Ca sens inh -9, RTF Ca sens act -1, HTR5A inv ag 1, C-LANA FP 0.3, MOR-DOR inv ag 8 and V-ATPase pH 3.
For COc1ccccc1NC(=O)CCC(=O)Nc1nnc(C(F)(F)F)s1 the results were HTR5A ag 4, Keap1 Nrf2 FP 1, OPRM1-OPRD1 ag 0.8, RTF Ca sens inh -12, RTF Ca sens act -6, HTR5A inv ag -11, C-LANA FP 0.3, MOR-DOR inv ag -4 and V-ATPase pH 3.
For C1CCC(n2nnnc2CN2CCN(C3CCCC3)CC2)CC1 the results were CAL-PDZ inh HTS -2, HTR5A ag 9, Keap1 Nrf2 FP -4, OPRM1-OPRD1 ag -4.4, RTF Ca sens inh 1, RTF Ca sens act -6, HTR5A inv ag -21, C-LANA FP 0.3, MOR-DOR inv ag 18 and V-ATPase pH -3.
CCOC(=O)C1=C(C)NC(SC)=NC1c1ccc(OC)cc1 (configuration not stated) was read as CAL-PDZ inh HTS -3, HTR5A ag 0, Keap1 Nrf2 FP -5, OPRM1-OPRD1 ag -0.4, RTF Ca sens inh -7, RTF Ca sens act 2, HTR5A inv ag -20, C-LANA FP 0.6, MOR-DOR inv ag 2 and V-ATPase pH -3.
Screening CCOC(=O)c1ccc(Nc2nnc3nc(C)cc(C)n23)cc1 returned CAL-PDZ inh HTS -3, HTR5A ag -2, Keap1 Nrf2 FP 0, OPRM1-OPRD1 ag -1.4, RTF Ca sens inh 8, RTF Ca sens act 1, HTR5A inv ag -17, C-LANA FP 2.0, MOR-DOR inv ag 8 and V-ATPase pH 5.
Cc1ccc(C(C(=O)NC2CCCCC2)N(C(=O)Cc2c[nH]c3ccccc23)c2ccccc2C)o1 (configuration not stated) was read as CAL-PDZ inh HTS 1, HTR5A ag 1, Keap1 Nrf2 FP -5, OPRM1-OPRD1 ag 6.7, RTF Ca sens inh 0, RTF Ca sens act 2, HTR5A inv ag -20, C-LANA FP -0.1, MOR-DOR inv ag -37 and V-ATPase pH -1.
For CCOc1cc2[nH]c(=S)n(CCCOC)c(=O)c2cc1OCC the results were CAL-PDZ inh HTS -6, HTR5A ag 0, Keap1 Nrf2 FP -2, OPRM1-OPRD1 ag -1.4, RTF Ca sens inh 1, RTF Ca sens act -8, HTR5A inv ag -14, C-LANA FP 1.1, MOR-DOR inv ag 7 and V-ATPase pH 2.
Screening CCN1CCN(S(=O)(=O)c2cc(OC)c(Cl)cc2OC)CC1 returned CAL-PDZ inh HTS -6, HTR5A ag 8, Keap1 Nrf2 FP -1, OPRM1-OPRD1 ag -0.4, RTF Ca sens inh 3, RTF Ca sens act 8, HTR5A inv ag 8, C-LANA FP 1.2, MOR-DOR inv ag 2 and V-ATPase pH -4.
`CC(=O)c1cccc(N2C(=O)CC(N3CCN(S(=O)(=O)c4ccccc4F)CC3)C2=O)c1` (configuration not stated) gave CAL-PDZ inh HTS -4, HTR5A ag -1, Keap1 Nrf2 FP -3, OPRM1-OPRD1 ag -4.2, RTF Ca sens inh 0, RTF Ca sens act -5, HTR5A inv ag 5, C-LANA FP 0.8, MOR-DOR inv ag 20 and V-ATPase pH -5.

Screens (PubChem)

Compounds as they come, and some 2.8% of all compounds hit somewhere here.
